Bioassay records as filed in PubChem.
RECQ1 inh – RECQ1 (human) helicase inhibition; P46063; RECQ1 DNA unwinding, red fluorescence kinetic read; Potency, µM (top dose mostly 57.3 µM), for inactives: at the top dose activity, negative = inhibition, usual class: inhibitors; 240,000 tested, 0.54% active;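 further: plate controls were vehicle for no effect and no enzyme for full effect; nearly all actives have a fitted effect of over 30% in size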
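RECQ1T1 50 nM; forked duplex (20 bp + 30-nt ss tails) 200 nM, ATP 2 mM final; pH 8.0, 2 mM MgCl2, 2.5 ug/ml poly(dI-dC); 15 min compound preincubation; discontinuous kinetic read over 2 h at RT.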
Luc counter – counter-screen: inhibitors of Kinase-Glo firefly luciferase; Q27757; Kinase-Glo luciferase, ATP luminescence, 8 min; Potency, µM (highest dose often 38.3 µM), inactives show top-dose activity change, negative = inhibition, usual class: inhibitors; 200,000 tested, 0.28% active; AID 1379; further: on the % scale 0 is the no-effect control and ±100 the full control effect; nearly all actives have a fitted effect of over 60% in size
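Luminescence was the read-out, taken after 8-minute incubation at ambient temperature. Luciferase turned over luciferin with 10 uM ATP in imidazole pH 7.2 buffer containing KCl, MgCl2, Tween 20 and BSA.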
KDM4E inh – JMJD2E (human) inhibition. Potency, µM (series often up to 57.1 µM), for inactives: at the top dose activity change, negative = inhibition, hits mostly inhibitors. B2RXH2. 230,000 tested, 1.6% active. JMJD2E catalytic domain, FDH-coupled NADH fluorescence (FDH is formaldehyde dehydrogenase). AID 2147; active means well fitted inhibition curve with a large enough effect, not every such curve was filed as active; inconclusive means small, poorly fitted or top-dose-only effect, or another doubt; inactive means no such curve, though single readings can be large or run the other way;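 further: 0% = wells with enzyme and -100% = buffer wells without enzyme; nearly all actives have a fitted effect of over 50% in size; many of its hits are not listed in these tables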
Target sequence (B2RXH2 1-337 limits assumed): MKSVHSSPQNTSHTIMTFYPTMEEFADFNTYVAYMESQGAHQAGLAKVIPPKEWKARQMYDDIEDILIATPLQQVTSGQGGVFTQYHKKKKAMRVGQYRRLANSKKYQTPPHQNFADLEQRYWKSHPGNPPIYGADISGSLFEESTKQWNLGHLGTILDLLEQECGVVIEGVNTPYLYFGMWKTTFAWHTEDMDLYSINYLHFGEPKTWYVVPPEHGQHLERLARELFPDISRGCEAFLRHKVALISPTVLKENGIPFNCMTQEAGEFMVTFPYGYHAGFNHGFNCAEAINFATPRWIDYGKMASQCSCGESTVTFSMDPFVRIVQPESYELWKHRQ
SMN2 splice enh – increases expression of the SMN2 splice variant; HEK293 SMN2-luciferase splicing reporter, luminescence, 30-36 h; AID 1458; Potency, µM (doses to about 46.1 µM), inactives show at the highest dose activity change, positive = activation, usual class: activators; 210,000 tested, 2.8% active; further: % of control where 0% means no effect; nearly all actives have a fitted effect of over 55% in size
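HEK293 cells carry an SMN2 minigene-luciferase reporter in which exon 7 inclusion puts luciferase in frame. Cells were seeded at 2000 cells/well, attached for 10-12 hours, then exposed to compounds for 30-36 hours at 37C before ONE-Glo luminescence.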
L3MBTL1 block – inhibitors of human L3MBTL1; Q9Y468; AlphaScreen L3MBTL1–H3K9me1 peptide binding; Potency, µM (highest dose often 57.1 µM), for inactives: at the highest dose activity, negative = inhibition, usual class: inhibitors; 230,000 tested, 0.66% active; further: on the % scale 0 is the no-effect control and ±100 the full control effect; nearly all actives have a fitted effect of over 60% in size
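AlphaScreen assay: L3MBTL1 (50 nM final) was preincubated 30 min at room temperature with biotinylated H3(1-15)K9me1 peptide (75 nM final), then 30 min with library compounds; streptavidin donor and nickel chelate acceptor beads (10 ug/mL final) added, 30 min dark.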
LMNA splice mod – LMNA splicing modulation | Potency, µM (doses to about 46.1 µM), for the others: at the highest dose ratio change, negative = inhibition, actives largely listed as inhibitors | HeLa LMNA splicing GFP/RFP minigene ratio, 48 h | AID 1487 | 200,000 tested, 0.01% active; active means well fitted inhibition curve with a large enough effect in the signal ratio, with a control signal flat, not every such curve was filed as active; inconclusive means small, poorly fitted or top-dose-only effect, or effect the other way, or a change in a side signal; the % refers to the signal ratio; further: on the % scale 0 is the no-effect control and ±100 the full control effect
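S3 HeLa cells stably expressing lamin A-EGFP splicing minigene plus DsRed2, 600 cells/well, 48 h compound exposure at 37C. Laser-scanning cytometry; analysed as GFP (500-530 nm)/RFP (575-640 nm) total intensity ratio; 0.5% DMSO vehicle.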
Tau ThT inhib – inhibitors of human tau fibril formation, thioflavin T binding. P10636. recombinant tau K18 P301L (four-repeat tau fragment), heparin-induced fibrillization, ThT fluorescence. Potency, µM (doses to about 57.4 µM), inactives show at the top dose activity, negative = inhibition, most hits filed as inhibitors. 270,000 tested, 2.1% active. AID 1460; further: on the % scale 0 is the no-effect control and ±100 the full control effect; nearly all actives have a fitted effect of over 55% in size
Target sequence (P10636 561-689 P618L limits assumed): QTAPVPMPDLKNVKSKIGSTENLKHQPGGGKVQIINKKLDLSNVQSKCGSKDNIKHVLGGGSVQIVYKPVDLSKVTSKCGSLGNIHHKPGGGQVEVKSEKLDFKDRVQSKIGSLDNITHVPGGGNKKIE
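Recombinant human tau K18 fragment […] carrying P301L, 15 uM unlabeled plus 0.24 uM Alexa 594-labeled, was fibrillized with 20 uM heparin in 100 mM sodium acetate pH 7 for 6 hr at 37 C; 30 uM ThT fluorescence read after 1 hr.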
ALDH1A1 block – blocks purified human ALDH1A1 activity | P00352 | Potency, µM (highest dose often 75.3 µM), inactives show top-dose activity, negative = inhibition, actives largely listed as inhibitors | Purified ALDH1A1, NADH fluorescence, propionaldehyde substrate | 220,000 tested, 7.3% active | AID 1030; active means well fitted inhibition curve with a large enough effect, not every such curve was filed as active; inconclusive means small, poorly fitted or top-dose-only effect, or another doubt; inactive means no such curve, though single readings can be large or run the other way;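 further: plate controls were no enzyme wells and a reference inhibitor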
* hit, by the source's call; i = inactive; ? = inconclusive; · = no result given; [ ] = another dose, or the depositor's remark. Unless noted, the call rests on the fitted dose curve; in most records, active means well fitted curve in the direction sought with a large enough effect; inconclusive means small, poorly fitted or top-dose-only effect, or another doubt; inactive means no such curve, though single readings can be large; an effect the other way counts as inactive or inconclusive. Potency means the concentration at half of the fitted maximal effect. An excerpt. The share of hits here may be higher or lower than overall.

Field names: A = RECQ1 inh; B = Luc counter; C = KDM4E inh; D = SMN2 splice enh; E = L3MBTL1 block; F = LMNA splice mod; G = Tau ThT inhib; H = ALDH1A1 block
SMILES: CC(=O)Oc1ccc(N2C(=O)CC(N3CCOCC3)C2=O)cc1 (configuration not stated)
  A = -7% | B = 15% | C = 4% | D = 4% | E = 0% | F = 1% | G = -7% | H = 32µM*

SMILES: CC(C)C(=O)NNc1nc2ccccc2s1
  A = -1% | B = -2% | C = 1% | D = ? | E = 2% | F = -11% | G = -10% | H = 18%

SMILES: CC(=O)Nc1nc2ccc(Br)cc2s1
  A = -6% | B = -4% | C = 11% | D = 8% | E = 0% | F = 22% | G = -2% | H = 14%

SMILES: CSc1nc(C)cc(Oc2ccccc2)n1
  A = i | B = 0% | C = 6% | D = 7% | E = 21% | F = · | G = -6% | H = 7%

SMILES: CCN(CC)C(=O)CSc1ncnc2sc(C)c(C)c12
  A = -7% | B = -3% | C = -11% | D = · | E = 9% | F = 2%[46 µM] | G = -14% | H = -6%

SMILES: Cc1nnsc1NC(=O)OCC(C)(C)C
  A = -2% | B = 0% | C = -4% | D = -21% | E = 5% | F = 3% | G = 0% | H = 3%

SMILES: COCCNC(=O)C(C)N(c1ccc(OC)cc1)S(C)(=O)=O (configuration not stated)
  A = 0% | B = -4% | C = 3% | D = 0% | E = · | F = 11% | G = -2% | H = 3%

SMILES: COc1ccc(/C=N/NC(=O)COc2ccccc2-c2ccccc2)cc1
  A = -4% | B = 0% | C = -12% | D = -20% | E = -12% | F = ? | G = -25% | H = -7%

SMILES: Cc1ccc(C)c(-c2nc3cc(N)ccc3o2)c1
  A = -2% | B = -5% | C = ? | D = 11µM* | E = 0%[11.4 µM] | F = 2% | G = ? | H = ?

SMILES: N#Cc1cnn2c1nc(N1CCCCC1)c1ccccc12
  A = -12% | B = -3% | C = -9% | D = -9% | E = 11% | F = -7% | G = -3% | H = ?

Sorted by value in KDM4E inh (descending): some entries from above.
compound	KDM4E inh
CSc1nc(C)cc(Oc2ccccc2)n1	6%
CC(=O)Oc1ccc(N2C(=O)CC(N3CCOCC3)C2=O)cc1 (configuration not stated)	4%
CC(C)C(=O)NNc1nc2ccccc2s1	1%
N#Cc1cnn2c1nc(N1CCCCC1)c1ccccc12	-9%
CCN(CC)C(=O)CSc1ncnc2sc(C)c(C)c12	-11%

Later entries.
Field names: A = RECQ1 inh; B = Luc counter; C = KDM4E inh; D = SMN2 splice enh; E = L3MBTL1 block; F = LMNA splice mod; G = Tau ThT inhib; H = ALDH1A1 block
SMILES: CCOCCCNC(=O)c1cn(C)c2ccc(S(=O)(=O)N(C)C3CCCCC3)cc2c1=O
  A = -14% | B = 0% | C = -9% | D = 10% | E = · | F = -1% | G = -10% | H = ?

SMILES: OCC1(Cc2ccccc2)CCN(C2CCN(c3ccccc3F)CC2)CC1
  A = i | B = 2% | C = -3% | D = · | E = 10% | F = ? | G = 1% | H = 1%

SMILES: CCN1CCN(CC(=O)c2c[nH]c3ccccc23)CC1
  A = i | B = 4% | C = -2% | D = -8% | E = 0% | F = -3% | G = -11% | H = -1%

SMILES: O=c1[nH]c(C(F)(F)F)nc2c1nnn2Cc1ccccc1F
  A = -8% | B = 18% | C = -14% | D = -1% | E = · | F = 21% | G = -12% | H = 12%

SMILES: CC(=O)Nc1ccc(S(=O)(=O)Nc2cc(C)ccn2)cc1
  A = i | B = 1% | C = ? | D = 7% | E = 17% | F = 2%[46 µM] | G = 6% | H = ?

SMILES: CCN(CC)S(=O)(=O)c1ccc(NS(=O)(=O)c2ccc(O)c([N+](=O)[O-])c2)cc1
  A = -2% | B = 2% | C = 7% | D = -16% | E = 5% | F = -8% | G = -3% | H = 5µM*

SMILES: CCC1(C)N(O)C(C)(C)C(c2ccc(F)cc2)=[N+]1[O-] (configuration not stated)
  A = -2% | B = 2% | C = 0% | D = 3% | E = -5% | F = -8% | G = -2% | H = 8%

SMILES: CCCNCc1nnc(-c2ccccc2Cl)o1
  A = -1% | B = 15% | C = 4% | D = 24% | E = 0% | F = -7% | G = -5% | H = -9%

SMILES: O=S(=O)(Cc1cc(Sc2ccccc2)nc(-c2ccccc2)n1)c1ccccc1
  A = i | B = -2% | C = -7% | D = -10% | E = · | F = 13% | G = 12% | H = ?

SMILES: C=CCOc1ccc(/C(O)=C2/C(=O)C(=O)N(CCCn3ccnc3)C2c2ccco2)cc1 (configuration not stated)
  A = i | B = -2% | C = 3% | D = 10% | E = -7% | F = · | G = -16% | H = ?

Two compounds from above, showing only L3MBTL1 block and Luc counter:
Structure,L3MBTL1 block,Luc counter
CCN1CCN(CC(=O)c2c[nH]c3ccccc23)CC1,0%,4%
O=c1[nH]c(C(F)(F)F)nc2c1nnn2Cc1ccccc1F,·,18%

Going on with the list:
Field names: A = RECQ1 inh; B = Luc counter; C = KDM4E inh; D = SMN2 splice enh; E = L3MBTL1 block; F = LMNA splice mod; G = Tau ThT inhib; H = ALDH1A1 block
SMILES: Cc1nn(C)cc1S(=O)(=O)N1CCN(Cc2ccccc2Cl)CC1
  A = 8% | B = 4% | C = -18% | D = -1% | E = -4%[11.4 µM] | F = -5%[46 µM] | G = -1% | H = 0%

SMILES: O=C(Nc1ccc(Br)cc1)c1cccn1-c1ncc(C(F)(F)F)cc1Cl
  A = -9% | B = -3% | C = -8% | D = 3% | E = 8% | F = -4% | G = -1% | H = -3%

SMILES: CC/C(=N\NC(=O)Nc1nonc1N)c1ccc(OC)c(OC)c1
  A = -7% | B = · | C = 11% | D = · | E = 5% | F = · | G = -6% | H = ·

SMILES: COc1ccc(NC(=O)CCC(=O)OCC(=O)c2ccc(Oc3ccc([N+](=O)[O-])cc3)cc2)cc1
  A = -5% | B = 4% | C = -1% | D = -5% | E = 7% | F = -8% | G = -12% | H = 1%
